Glioma ERSR ind: induces the endoplasmic reticulum stress response in human glioma cells. U87-MG GRP78 promoter luciferase reporter, 16 h. Potency, µM, inactives show at the top dose activation, most hits filed as activators. 0.02% of 420,000 active. AID 602332; further: potency means the concentration at half of the fitted maximal effect; series mostly up to about 76 µM; % of control where 0% means no effect; nearly all actives have a fitted effect of over 35% in size
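Stably transfected U87-MG glioma cells carrying a GRP78-based luciferase sensor; 16 h compound incubation. Luminescence end-point read 10 min after Bright-Glo addition at room temperature.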
Pol eta inh: DNA polymerase eta (human) inhibition | Q9Y253 | recombinant Pol eta, fluorescent DNA replication assay | Potency, µM (series often up to 114 µM), for the others: at the highest dose activity change, negative = inhibition, most hits filed as inhibitors | 1.2% of 390,000 active; further: potency means the concentration at half of the fitted maximal effect; on the % scale 0 is the no-effect control and ±100 the full control effect
Target sequence (Q9Y253 whole entry, looked up): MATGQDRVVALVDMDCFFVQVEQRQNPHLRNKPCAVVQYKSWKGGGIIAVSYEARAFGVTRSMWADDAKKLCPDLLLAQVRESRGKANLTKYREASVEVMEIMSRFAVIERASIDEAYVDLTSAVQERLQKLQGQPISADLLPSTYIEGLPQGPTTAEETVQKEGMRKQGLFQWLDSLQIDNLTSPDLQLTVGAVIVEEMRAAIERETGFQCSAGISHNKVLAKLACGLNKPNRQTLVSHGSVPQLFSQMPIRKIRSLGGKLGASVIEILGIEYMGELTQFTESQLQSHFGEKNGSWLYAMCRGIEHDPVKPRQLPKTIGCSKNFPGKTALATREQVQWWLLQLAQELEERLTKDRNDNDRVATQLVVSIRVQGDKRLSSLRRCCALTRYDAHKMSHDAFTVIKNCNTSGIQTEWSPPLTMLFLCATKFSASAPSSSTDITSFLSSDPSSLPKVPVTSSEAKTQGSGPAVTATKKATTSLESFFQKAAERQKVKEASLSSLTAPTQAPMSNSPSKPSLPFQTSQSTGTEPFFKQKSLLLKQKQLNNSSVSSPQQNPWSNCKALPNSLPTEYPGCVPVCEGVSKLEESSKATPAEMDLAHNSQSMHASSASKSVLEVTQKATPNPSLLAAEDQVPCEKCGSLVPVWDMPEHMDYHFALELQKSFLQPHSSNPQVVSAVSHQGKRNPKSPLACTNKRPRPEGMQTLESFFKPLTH
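Pol eta at 10 nM preincubated with compounds 15 min at room temperature; reaction started with fluorescent substrate (50 nM final) and read kinetically at 0 and 10 min.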
Apoferritin bind: candidate novel general anesthetic via apoferritin binding; P02791; apoferritin/1-aminoanthracene competitive binding, fluorescence; Potency, µM (titrated, usually from 77.5 µM), for the others: top-dose activity change, negative = displacement, hits mostly inhibitors; 0.074% of 350,000 active; AID 485281; further: potency means the concentration at half of the fitted maximal effect; on the % scale 0 is the no-effect control and ±100 the full control effect; nearly all actives have a fitted effect of over 20% in size
Target sequence (P02791 2-175 limits assumed): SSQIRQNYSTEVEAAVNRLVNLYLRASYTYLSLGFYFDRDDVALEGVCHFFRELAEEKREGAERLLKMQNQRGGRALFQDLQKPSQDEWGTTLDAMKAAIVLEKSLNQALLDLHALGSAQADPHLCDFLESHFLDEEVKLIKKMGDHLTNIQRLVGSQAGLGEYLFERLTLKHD
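Apoferritin-based anesthetic binding model; compound displacement of fluorescent 1-AMA measured as endpoint fluorescence after 10 minutes at room temperature, scaled to free-ligand and complex controls.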
LDHA inh: blocks human lactate dehydrogenase A; purified LDHA, NADH/diaphorase-resazurin fluorescence; stronger effect = lower value; P00338; 0.15% of 480,000 active; activity change, % (values are at about 110 or 230 µM); AID 1347041; in the data active means activity change below about -30%; inconclusive means mostly about -25% to -30%;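 further: plate controls were DMSO wells for no effect and wells without enzyme for full effect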
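Remaining NADH was detected by diaphorase (0.133 mg/mL) converting 37 µM resazurin to fluorescent resorufin, read at 0 and 20 minutes. The preceding 5-minute room-temperature reaction used 2 nM LDHA, 0.2 mM sodium pyruvate and 0.06 mM NADH at pH 7.4.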
BLM inh: Bloom syndrome helicase (human) inhibition. P54132. recombinant BLM DNA unwinding, fluorescence dequenching. Potency, µM (titrated, usually from 56.1 µM), for inactives: at the highest dose activity change, negative = inhibition, most hits filed as inhibitors. 0.2% of 350,000 active. AID 2528;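 further: potency means the concentration at half of the fitted maximal effect; plate controls were vehicle for no effect and no enzyme for full effect; nearly all actives have a fitted effect of over 35% in size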
APE1 inh: blocks human APE1 abasic DNA cleavage | P27695 | recombinant APE1, TAMRA/BHQ-2 abasic DNA cleavage fluorescence | Potency, µM (top dose mostly 65.8 µM), without a hit: at the highest dose activity change, negative = inhibition, hits mostly inhibitors | 0.35% of 350,000 active;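 further: potency means the concentration at half of the fitted maximal effect; plate controls were vehicle for no effect and reference inhibitor for full effect; nearly all actives have a fitted effect of over 55% in size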
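Endonuclease cleavage of a quenched abasic-site DNA duplex (50 nM) by APE1 (0.75 nM) was tracked by TAMRA dequenching. Compounds were preincubated with enzyme 15 min at room temperature; data normalized to buffer-only and DMSO wells plus NSC13755 control.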
POLK inh: blocks human DNA polymerase kappa activity. Q9UBT6. purified Pol kappa, fluorescent DNA synthesis assay, 10 min. Potency, µM (doses to about 107 µM), without a hit: top-dose activity, negative = inhibition, actives largely listed as inhibitors. 0.53% of 400,000 active; further: potency means the concentration at half of the fitted maximal effect; on the % scale 0 is the no-effect control and ±100 the full control effect
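Enzyme at 10 nM met test compounds for 15 min at room temperature. Substrate addition (50 nM final) began the reaction, which was monitored by fluorescence at 0 and 10 min.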
POLB inh: DNA polymerase beta (human) inhibition | P06746 | Pol beta primer extension/strand displacement, fluorescence kinetic | Potency, µM (series often up to 114 µM), for the others: at the top dose activity change, negative = inhibition, hits mostly inhibitors | 1.3% of 340,000 active; further: potency means the concentration at half of the fitted maximal effect; on the % scale 0 is the no-effect control and ±100 the full control effect
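Enzyme-only controls used 10 nM Pol beta; buffer lacking enzyme served as negative control. Compound preincubated 15 min, then 50 nM substrate added; 0 and 10 min reads at room temperature.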
Pol iota inh: DNA polymerase iota (human) inhibition; Q9UNA4; Pol iota fluorescent replication assay, 10 min; Potency, µM (titrated, usually from 115 µM), inactives show at the highest dose activity, negative = inhibition, hits mostly inhibitors; 1% of 390,000 active; AID 588590; further: potency means the concentration at half of the fitted maximal effect
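Pol iota at 10 nM preincubated 15 min with compounds at room temperature; reaction started with fluorescent substrate, 50 nM final. Fluorescence read kinetically at 0 and 10 min; buffer-only wells as negative control.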
Active calls of the source: *; ? = inconclusive; . = no result given; & = joins results of further samples; [ ] = dose if it differs, or a comment. Unless noted, the call rests on the fitted dose curve; in most records, active means well fitted curve in the direction sought with a large enough effect; inconclusive means small, poorly fitted or top-dose-only effect, or another doubt; inactive means no such curve, though single readings can be large; an effect the other way counts as inactive or inconclusive. Not all compounds are listed; rates above refer to the full screens.

SMILES	Glioma ERSR ind	Pol eta inh	Apoferritin bind	LDHA inh	BLM inh	APE1 inh	POLK inh	POLB inh	Pol iota inh
Cc1csc(NC(=O)CNC(=O)OCc2ccccc2)n1	-3%	-16%	?	-3	-7%	14%	-2%	4%	19%
O=C(COc1ncnc2sccc12)Nc1ccc2c(c1)OCCO2	-2%	-12%	-8%	5	-4%	3%	-3%	23%	31%[activator]
Cc1ccc(O)c(NC(=O)c2cc(-c3cccs3)on2)c1	6%	-20%	-5%	-6	-3%	12%	-5%	6%	53%[activator]
COc1cccc(OC)c1C(=O)Nc1cccc(-n2cnnn2)c1	-1%	-7%	-18%	1	2%	50%[activator]	4%	20%	14%
Cc1ccc(S(=O)(=O)N(C)CC(=O)O/N=C(\N)c2cccc(Br)c2)cc1	-2%	-14%	35%[activator]	-2	-8%	-3%	-14%	18%	8%
CC(C)C(NC(=O)c1ccccc1F)C(=O)NCc1ccccc1 (stereo unspecified)	-5%	-17%	3%	-3	-2%	19%[12.4 µM]	-5%	45%	90%[activator]
COc1ccc(/C=N/N2CCN(C)CC2)cc1OC	-3%	-13%	-9%	1	1%	-6%	-2%	27%	19%
Cc1ccc(-c2cc(C(F)F)n3ncc(C(=O)Nc4c(C)nn(Cc5c(Cl)cccc5Cl)c4C)c3n2)cc1	-6%	-7%	-7%	-11	-1%	15%	-4%	27%	20%
CC(=O)Nc1ccc(-c2csc(NC(=O)C3CSC4(C)CCC(=O)N34)n2)cc1 (stereo unspecified)	-4%	-20%	.	-5	.	0%	-8%	.	?
C=CCOc1ccccc1CNc1ccc2c(c1)OCCO2	-15%	-9%	-18%	18	-8%	13%	0%	35%	138%[activator]
CCCN1C(=O)COc2ccc(C(=O)c3ccccc3C(=O)O)cc21	-4%	-7%	-4%	-6	0%	14%	-2%	52%	21%
CC(=O)Nc1ccc(S(=O)(=O)NC(C)CCc2ccccc2)cc1 (stereo unspecified)	3%	-9%	-13%	1	-9%	8%	-1%	21%	3%
N#Cc1ccsc1NC(=O)COC(=O)CCCSc1nc2ccccc2s1	-15%	?	?	-1	-15%	-4%	-19%	-2%	?
CCc1ccccc1NC(=O)c1nnn(CC(=O)Nc2ccccc2C)c1N	-3%	-6%	-14%	-4	-3%	1%	-13%	52%	8%
Cc1c(NC(=O)COC(=O)/C=C/c2cccc(Cl)c2)c(=O)n(-c2ccccc2)n1C	-3%	-9%	.	-3	.	15%	-17%	.	6%
COc1ccc(/C=C\c2onc(C)c2S(=O)(=O)N2CCC(C(=O)NCCC(C)C)CC2)cc1	-1%	-13%	-8%	-2	-2%	0%	8%	0%	-2%
Cc1nn(C(=O)CN2C(=O)c3ccccc3C2=O)c(C)c1Br	2%	-12%	-10%	-3	-1%	-5%	2%	3%	7%
Cc1ccc(C(=O)NNC(=O)Cc2ccccc2)cc1	6%	7%	-3%	-3	-2%	4%	4%	5%	33%[activator]
FC(F)(F)c1cc(-c2ccccc2)nc(NCc2cccs2)n1	-4%	-14%	-9%	1	-11%	-2%	-5%	-10%	12%
COc1ccc2[nH]c3c(c2c1)CCN1C(=O)N([C@@H](C)C(=O)NCCc2ccc(F)cc2)C(=O)[C@]31C	0%	-10%	?	2	-4%	9%	7%	1%	-4%
COc1cc(Cl)c(C)cc1NC(=O)CCNC(=O)c1ccco1	-5%	-5%	-2%	-9	-6%	13%	3%	5%	34%[activator]
N#C/C(=C\c1ccccc1F)c1nc2ccccc2c(=O)[nH]1	1%	-3%	2%	-1	0%	.	-12%	-5%	?
Cc1cc2ccccc2n1CCNC(=O)c1ccccc1	-8%	-23%	?	12&5	-1%	-12%	-20%	-8%	?
COc1ccc(-c2c(-c3cc(OC)cc(OC)c3)n(C)c3ccc(-c4ccc5cc[nH]c5c4)cc23)cc1	-3%	-4%	.	0	.	21%	3%	.	28%
COc1ccccc1CC(=O)NC1CC(C)(C)NC(C)(C)C1	-2%	-22%	0%	-3	0%	-5%	-5%	15%	49%[activator]
Cc1ccc([N+](=O)[O-])c(-c2n[nH]c(=S)n2-c2cccc(Cl)c2)c1	-1%	-6%	0%	-1	-3%	1%	-4%	-19%	152%[activator]
Cc1c(C#N)c(O)[nH]c(=O)c1N=Nc1ccc(Cl)c(C(=O)O)c1	-3%	-6%	-8%	-3	-3%	0%	-5%[60.1 µM]	15%	5%
CCOC(=O)c1cnc(SCC(=O)N2CCN(c3ccccc3)CC2)nc1N	-1%	-4%	-16%	-7	-1%	-2%	-8%	-14%	1%

For reference, part of the list above.
SMILES	Glioma ERSR ind	Pol eta inh	Apoferritin bind	LDHA inh	BLM inh	APE1 inh	POLK inh	POLB inh	Pol iota inh
COc1ccccc1CC(=O)NC1CC(C)(C)NC(C)(C)C1	-2%	-22%	0%	-3	0%	-5%	-5%	15%	49%[activator]
Cc1ccc([N+](=O)[O-])c(-c2n[nH]c(=S)n2-c2cccc(Cl)c2)c1	-1%	-6%	0%	-1	-3%	1%	-4%	-19%	152%[activator]

12 compounds already listed, ordered by molar mass, high to low.
SMILES	Glioma ERSR ind	Pol eta inh	Apoferritin bind	LDHA inh	BLM inh	APE1 inh	POLK inh	POLB inh	Pol iota inh
COc1ccc(/C=C\c2onc(C)c2S(=O)(=O)N2CCC(C(=O)NCCC(C)C)CC2)cc1	-1%	-13%	-8%	-2	-2%	0%	8%	0%	-2%
Cc1ccc(S(=O)(=O)N(C)CC(=O)O/N=C(\N)c2cccc(Br)c2)cc1	-2%	-14%	35%[activator]	-2	-8%	-3%	-14%	18%	8%
N#Cc1ccsc1NC(=O)COC(=O)CCCSc1nc2ccccc2s1	-15%	?	?	-1	-15%	-4%	-19%	-2%	?
CC(=O)Nc1ccc(-c2csc(NC(=O)C3CSC4(C)CCC(=O)N34)n2)cc1 (stereo unspecified)	-4%	-20%	.	-5	.	0%	-8%	.	?
CCOC(=O)c1cnc(SCC(=O)N2CCN(c3ccccc3)CC2)nc1N	-1%	-4%	-16%	-7	-1%	-2%	-8%	-14%	1%
Cc1nn(C(=O)CN2C(=O)c3ccccc3C2=O)c(C)c1Br	2%	-12%	-10%	-3	-1%	-5%	2%	3%	7%
CC(=O)Nc1ccc(S(=O)(=O)NC(C)CCc2ccccc2)cc1 (stereo unspecified)	3%	-9%	-13%	1	-9%	8%	-1%	21%	3%
CCCN1C(=O)COc2ccc(C(=O)c3ccccc3C(=O)O)cc21	-4%	-7%	-4%	-6	0%	14%	-2%	52%	21%
FC(F)(F)c1cc(-c2ccccc2)nc(NCc2cccs2)n1	-4%	-14%	-9%	1	-11%	-2%	-5%	-10%	12%
CC(C)C(NC(=O)c1ccccc1F)C(=O)NCc1ccccc1 (stereo unspecified)	-5%	-17%	3%	-3	-2%	19%[12.4 µM]	-5%	45%	90%[activator]
Cc1csc(NC(=O)CNC(=O)OCc2ccccc2)n1	-3%	-16%	?	-3	-7%	14%	-2%	4%	19%
Cc1ccc(C(=O)NNC(=O)Cc2ccccc2)cc1	6%	7%	-3%	-3	-2%	4%	4%	5%	33%[activator]
